KKLEB tox: CF airway cell cytotoxicity counter-screen; KKLEB CF airway cells viability, ATPlite luminescence, overnight; active compounds read low; cells stimulated with P. aeruginosa culture filtrate; activity change (cytotoxicity), % at 5 µM; 360,000 tested, 0.36% active;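 active = corrected activity change at or below -50% at 5 µM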
NCOA1 inh: human NCOA1 inhibition. Q15788. HEK293 GAL4-SRC1 luciferase reporter, luminescence. inhibition, % at 3.6 µM. 360,000 tested, 0.12% active. AID 588354;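 active = inhibition above the campaign mean plus 3 SD, with each screening campaign given its own cutoff, cut at about 60% in these data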;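 note: 0% = DMSO treated cells and 100% = gossypol at 36 µM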
COUP-TFII inh: blocks human COUP-TFII nuclear receptor. P24468. HEK293T NGFI-A luciferase reporter, luminescence. inhibition, % at 8.6 µM. 370,000 tested, 0.7% active. AID 686940;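 active = inhibition above a per-plate cutoff, mean inhibition of test wells between control levels plus 3 SD, cut at about 38% in these data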;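 note: cells cotransfected with COUP-TFII expression vector driving the NGFI-A reporter; 0% = median of COUP-TF2 test wells and 100% = reporter-only cells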
Target sequence (P24468 whole entry, looked up): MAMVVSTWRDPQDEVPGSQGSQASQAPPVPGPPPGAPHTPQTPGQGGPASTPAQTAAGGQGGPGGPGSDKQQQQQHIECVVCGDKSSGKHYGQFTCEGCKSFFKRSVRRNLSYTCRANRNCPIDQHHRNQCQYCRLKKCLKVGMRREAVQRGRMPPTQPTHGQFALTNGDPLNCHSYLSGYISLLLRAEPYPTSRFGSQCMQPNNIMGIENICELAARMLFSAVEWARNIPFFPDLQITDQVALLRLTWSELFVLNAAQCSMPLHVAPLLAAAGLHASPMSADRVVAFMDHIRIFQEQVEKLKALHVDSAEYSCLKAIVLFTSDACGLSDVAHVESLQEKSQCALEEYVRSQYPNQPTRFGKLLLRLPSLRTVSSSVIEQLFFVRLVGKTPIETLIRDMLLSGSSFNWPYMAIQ
TWEAK Fn14 block: inhibitors of TWEAK-Fn14 interaction signaling. TWEAK-stimulated Fn14 reporter cells, luciferase luminescence, 8 h. inhibition, % at 10 µM. 360,000 tested, 2% active; in the data active = inhibition above about 50%
LRH-1 inv ag: NR5A2 inverse agonism in reporter assay; O00482; HEK293T StAR-luciferase reporter, LRH-1 transfected, 24 h; inhibition, % at 3.6 µM; 360,000 tested, 0.13% active; AID 602396;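 active = inhibition above the mean inhibition of all tested compounds plus 3 SD, cut at about 73% in these data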;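 note: 0% = DMSO wells and 100% = reporter-only cells lacking LRH-1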
Target sequence (O00482 whole entry, looked up): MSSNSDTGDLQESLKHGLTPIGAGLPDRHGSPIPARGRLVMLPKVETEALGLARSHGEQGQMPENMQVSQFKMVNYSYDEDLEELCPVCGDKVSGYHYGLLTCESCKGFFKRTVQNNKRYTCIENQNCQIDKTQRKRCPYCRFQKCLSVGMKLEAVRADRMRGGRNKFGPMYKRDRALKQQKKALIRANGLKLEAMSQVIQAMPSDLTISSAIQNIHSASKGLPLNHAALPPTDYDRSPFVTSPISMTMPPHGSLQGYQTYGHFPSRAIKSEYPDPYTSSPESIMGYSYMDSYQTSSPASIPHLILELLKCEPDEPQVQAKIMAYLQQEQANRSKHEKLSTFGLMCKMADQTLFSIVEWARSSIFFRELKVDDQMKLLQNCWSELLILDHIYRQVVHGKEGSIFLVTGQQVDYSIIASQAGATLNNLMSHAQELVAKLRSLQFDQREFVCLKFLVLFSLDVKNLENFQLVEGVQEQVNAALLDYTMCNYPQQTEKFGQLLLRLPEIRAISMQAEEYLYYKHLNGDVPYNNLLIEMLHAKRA
Shn3 3UTR inh: inhibitors of Schnurri-3 3'UTR reporter in osteoblasts. 360,000 tested, 0.52% active. Clone20 osteoblast Shn3 3'UTR firefly luciferase, 24 h. inhibition, % at 12.5 µM. AID 588674;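 active = mean inhibition of at least 75% with every replicate also reaching 75%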;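 note: 0% = median of neutral control wells and 100% = pilot-screen positive control compound; some compounds past the cut are filed as inactive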
TROY signal inh: blocks TROY-dependent signaling in reporter cells; 360,000 tested, 0.98% active; Q293 LMP1-TROYcd NF-kB luciferase reporter, 4 h; inhibition, % at 10 µM;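 active = compounds whose plate-normalised and pattern-corrected inhibition of the luciferase reporter signal at the single screening dose is 50% or more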
NCOA3 inh: inhibitors of human steroid receptor coactivator 3 (SRC3). Q9Y6Q9. HEK293 GAL4-SRC3 luciferase reporter, luminescence. inhibition, % at 3.6 µM. 360,000 tested, 0.17% active;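 active = inhibition above a per-campaign cutoff, the mean of all compounds plus 3 SD, cut at about 60% in these data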;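 note: 0% = DMSO-treated cells and 100% = gossypol-treated cells at 36 µM; higher means less SRC3-driven luciferase light from the GAL4 reporter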
LMP1 NFkB inh: reduces LMP1-driven NF-kappaB luciferase signal; LMP1-induced NF-kappaB luciferase reporter cells, luminescence; inhibition, % at 12.5 µM; 350,000 tested, 0.69% active; in the data active = inhibition above about 41%;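 note: 0% = neutral control wells and 100% = reference inhibitor control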
TRAIL sens C8: sensitizes caspase-8 expressing cells to TRAIL | NB7+C8 cells + TRAIL, ATPlite viability luminescence | inhibition (viability loss, TRAIL sensitization), % at 10 µM | 360,000 tested, 1% active | AID 624354;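 active = compounds causing at least 50% loss of cell viability in the single-dose screen, relative to plate controls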
CF NFkB block: inhibitors of cystic fibrosis induced NF-kB; KKLEB NF-kB-GFP reporter, PAF-induced, GFP fluorescence overnight; inhibition, % at 5 µM; 360,000 tested, 0.86% active; AID 588850;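 active = at least 50% inhibition at 5 µM, scaled per plate between neutral and stimulator controls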;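 note: PAF is a Pseudomonas aeruginosa culture filtrate used as stimulus; plate controls were PAF-stimulated DMSO wells for no effect and unstimulated DMSO wells for full effect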
* = called active by the depositor; nt = not tested or not shown. These rows are one share of the data; count on the stated rates, not on these rows.

SMILES | KKLEB tox | NCOA1 inh | COUP-TFII inh | TWEAK Fn14 block | LRH-1 inv ag | Shn3 3UTR inh | TROY signal inh | NCOA3 inh | LMP1 NFkB inh | TRAIL sens C8 | CF NFkB block
C#CCOCCOCCOCCNc1nc(N2CCN(C(=O)CCCCCCCCCCNC(=O)[C@H](CCCCN)n3cc(C)nn3)CC2)nc(N2CCN(C(=O)CCCCCCCCCCNC(=O)[C@H](CCCCN)n3cc(CCCC(=O)O)nn3)CC2)n1 | 16 | -2 | nt | -4 | -7 | -15 | -7 | -6 | -3 | -7 | 16
Cc1nc2scc(-c3cccs3)c2c(=O)n1N | 4 | -8 | -26 | 4 | 17 | -12 | 2 | 15 | 2 | 6 | 4
CC(CN1CCCCC1)OC(=O)/C=C/c1ccccc1 (stereo not given) | 0 | 7 | 5 | -10 | 4 | -4 | -10 | 11 | 1 | -11 | -20
COc1cc(/C=N\NC(=O)c2ccc(=O)[nH]n2)cc(OC)c1OC | 7 | -1 | -14 | -1 | 17 | -7 | 27 | 11 | -11 | -8 | 7
CC1=C(C(N)=O)C(c2ccccn2)n2nc(SCc3ccccc3)nc2N1 (stereo not given) | -10 | -1 | -1 | -3 | -8 | 21 | 4 | -4 | 7 | -5 | 4
Cc1ccccc1OCCC(=O)OCC(=O)NCCNC(=O)COC(=O)CCOc1ccccc1C | -10 | 8 | -4 | 11 | -2 | 3 | 9 | 17 | 4 | 13 | 37
COCCn1c(SCC(=O)N2CCOCC2)nnc1-c1ccco1 | 2 | 8 | -1 | -6 | 19 | -4 | -8 | 8 | -1 | -16 | 13
O=C(Nc1cc(C(F)(F)F)ccc1N1CCCC1)C1CCCO1 (stereo not given) | 1 | -15 | 5 | 11 | -23 | 15 | 9 | -11 | 5 | -10 | 3
CCc1c(C)sc(NC(=O)/C=C/c2ccc3c(c2)OCO3)c1C(=O)OC | -28 | 9 | -12 | -24 | -2 | 6 | -12 | 4 | 11 | 0 | 7
O=C(O)CCCn1cc(NC(=O)COc2ccccc2)cn1 | 10 | -15 | 10 | -1 | 1 | 25 | -1 | 10 | 6 | -3 | 9
CN(C)c1ccc(N/C(=N\S(=O)(=O)c2cccs2)c2ccccc2)cc1 | 3 | 10 | -8 | 13 | 7 | -3 | 28 | 16 | -14 | -6 | -19
COc1ccc(S(=O)(=O)Nc2ccccc2C(F)(F)F)cc1 | 3 | 4 | -3 | 2 | -7 | -31 | -7 | 12 | 3 | 3 | 15
Cc1cccc(NC(=O)C(C)C(=O)c2ccccc2)c1 (stereo not given) | -1 | 10 | -4 | -4 | 2 | -5 | 12 | 1 | -9 | 6 | -3
CCOc1ccccc1OCCC(=O)Nc1ccc2c(c1)OCO2 | -2 | -13 | 6 | -13 | 6 | 15 | -10 | -4 | 1 | 1 | 8
Cc1ccccc1OCCCC(=O)Nc1ccc(N2CCOCC2)cc1 | 2 | -7 | 13 | -12 | 1 | 11 | -11 | -5 | 2 | -4 | 17
COc1ccc(Oc2cc(C(F)(F)F)nc(N(C)C)n2)cc1 | 13 | 14 | 6 | 3 | 13 | 0 | -13 | 8 | -6 | -6 | 11
COc1ccc2c(c1)CCC/C2=N\OC(=O)c1ccccc1F | -3 | -6 | 22 | 37 | -13 | -19 | -30 | 21 | 5 | 5 | 4
COc1ccc(CCNC(=O)c2nnn(-c3cccc(C)c3)c2N)cc1OC | 6 | 16 | 12 | 8 | -14 | 2 | 7 | 11 | 4 | -8 | 3
CC(C)N(C)Cc1cn(C)nc1-c1ccc(Oc2ccccc2)cc1 | 0 | -5 | 4 | 14 | 1 | 5 | 1 | 2 | 7 | 8 | 6
Cc1cc(C)c(C(=O)CSc2nc3ccccc3c(=O)[nH]2)cc1C | -2 | -4 | -4 | 7 | -7 | -21 | -5 | 12 | -5 | -2 | -14
CCN(CC)c1ccc(S(=O)(=O)N(CC)CC)cc1NC(=O)c1cccnc1 | -6 | 0 | -5 | 7 | -7 | -15 | -19 | 2 | 6 | -5 | -9
CCCNS(=O)(=O)c1ccc(OCC(=O)N2CCN(c3ccccc3)CC2)cc1 | -5 | 3 | 7 | 3 | -3 | 10 | -1 | -1 | 8 | -2 | -8
Cn1cc(CCC(=O)NCCCc2ccccc2)c2ccccc21 | -10 | -12 | 17 | -24 | 1 | 7 | 1 | -15 | 3 | -4 | 11
O=C(Nc1ccc(Cl)cc1)c1csc([C@@H]2O[C@H](CO)[C@H](O)[C@H](O)[C@H]2O)n1 | 1 | 7 | 10 | -6 | -13 | -1 | -4 | 2 | nt | 7 | 13
CC(C)(C)CN1C(=O)C(=O)NC[C@@H]1CCCCN | -6 | -54 | 0 | 5 | 2 | -6 | -6 | 10 | -1 | 4 | -3
Cc1ccc(CNC(=O)C2CNc3cc(C)ccc3O2)cc1 (stereo not given) | 15 | 1 | 10 | 3 | -2 | 3 | 3 | -6 | 2 | -7 | 3
COc1ccc(-c2csc(NC(=S)NC(=O)c3ccco3)n2)cc1 | -5 | -1 | -4 | 0 | 21 | -32 | -17 | 3 | -18 | 0 | 6
Cc1ccc(NC(=O)N2CCC(NC(=O)c3cccc(C)c3)CC2)cc1 | 6 | -21 | 10 | 8 | -8 | -15 | -5 | 2 | 5 | -13 | -8
Cc1cc(NCc2ccc3c(c2)OCO3)n2nc(C)nc2n1 | 9 | 5 | -6 | 13 | 18 | 8 | 12 | 15 | 3 | -8 | -15
CNc1oc(Cc2ccccc2)nc1S(=O)(=O)c1ccccc1 | -1 | 0 | nt | -6 | -8 | 5 | 6 | -10 | -8 | 1 | 0
COc1ccc(NC(=O)COc2ccc3oc(=O)cc(C)c3c2)cc1 | 10 | -9 | 0 | -6 | 2 | -7 | -39 | 16 | 9 | 5 | -22
CC(C)(C)[C@H]1CCC(=O)N([C@H](CSc2ccccc2)Cc2ccccc2)CC1 | -12 | 2 | 11 | 6 | 1 | 63 | 2 | 14 | 3 | 1 | 32
COc1ccc(S(=O)(=O)N[C@H](C(=O)N2CC[C@@]3(O)CCCC[C@H]3C2)c2ccccc2)cc1 | 4 | 7 | 3 | 2 | 0 | 1 | 13 | 3 | -6 | 2 | -1
CCOc1ccc(N2C(=O)CC(NCCNc3ccc([N+](=O)[O-])cn3)C2=O)cc1 (stereo not given) | 4 | -8 | -1 | 7 | -6 | 0 | 0 | 10 | 1 | -3 | -7
CS(=O)(=O)c1ccc(SCC(=O)NC2CCS(=O)(=O)C2)c([N+](=O)[O-])c1 (stereo not given) | 3 | 2 | 10 | -1 | 4 | -5 | 3 | 16 | -1 | 4 | -12
COc1cc2nc(CN3CCN(S(=O)(=O)c4ccc(Br)cc4)CC3)[nH]c(=O)c2cc1OC | 4 | 7 | 9 | 5 | -1 | -5 | 6 | 4 | 1 | 2 | -13
CCOC(=O)N1CCN(C(=O)CCNS(=O)(=O)c2ccccc2)CC1 | 17 | -29 | 2 | 2 | -6 | -9 | -8 | 10 | 3 | 11 | -22
Cc1csc(SC(C)C(=O)NCC(=O)Nc2ccc(F)c(F)c2F)n1 (stereo not given) | 11 | -4 | -8 | -18 | -6 | 7 | 13 | -6 | -2 | 2 | -10
CC(=O)NC1(C(F)(F)F)N=C2SCCN2C1=O (stereo not given) | -17 | -4 | -10 | 7 | -4 | -23 | 8 | 12 | 0 | 4 | 8
O=C(O)C1(c2ccccc2)CCN(S(=O)(=O)c2ccc(Cl)s2)CC1 | 3 | 3 | 9 | -2 | -15 | 9 | 12 | 7 | -1 | -2 | 8

By substructure, the entries above containing an NH in an aromatic ring
SMILES | KKLEB tox | NCOA1 inh | COUP-TFII inh | TWEAK Fn14 block | LRH-1 inv ag | Shn3 3UTR inh | TROY signal inh | NCOA3 inh | LMP1 NFkB inh | TRAIL sens C8 | CF NFkB block
COc1cc(/C=N\NC(=O)c2ccc(=O)[nH]n2)cc(OC)c1OC | 7 | -1 | -14 | -1 | 17 | -7 | 27 | 11 | -11 | -8 | 7
Cc1cc(C)c(C(=O)CSc2nc3ccccc3c(=O)[nH]2)cc1C | -2 | -4 | -4 | 7 | -7 | -21 | -5 | 12 | -5 | -2 | -14
COc1cc2nc(CN3CCN(S(=O)(=O)c4ccc(Br)cc4)CC3)[nH]c(=O)c2cc1OC | 4 | 7 | 9 | 5 | -1 | -5 | 6 | 4 | 1 | 2 | -13

(more compounds)
SMILES | KKLEB tox | NCOA1 inh | COUP-TFII inh | TWEAK Fn14 block | LRH-1 inv ag | Shn3 3UTR inh | TROY signal inh | NCOA3 inh | LMP1 NFkB inh | TRAIL sens C8 | CF NFkB block
O=C(CCNC(=O)OCc1ccccc1)NC1CCCCC1 | 0 | 6 | -1 | 9 | -7 | 1 | 11 | 2 | -9 | 2 | 10
CCCN1CCN(CCCNC(=S)Nc2ccc(F)cc2)CC1 | -17 | -11 | -1 | 12 | -9 | -5 | 11 | 20 | 4 | -2 | 1
CC(=O)NC(CCS(C)(=O)=O)C(=O)Nc1ccc2c(c1)OCO2 (stereo not given) | -5 | -1 | 14 | -9 | 11 | -15 | -4 | 1 | 10 | 5 | -8
CS(=O)(=O)N1CCN(c2ccc([N+](=O)[O-])c(NCc3cccnc3)c2)CC1 | 4 | 4 | -5 | 2 | 22 | 4 | 24 | 12 | -1 | -3 | -1
CC(NC(=O)COC(=O)CCN1C(=O)C2CC=CCC2C1=O)c1ccc(Br)cc1 (stereo not given) | 5 | 9 | 6 | 3 | -7 | -12 | -3 | 0 | -2 | 1 | 10
CCN(CC)c1ccc(NC(=O)c2cccc(OC)c2)c(C)c1 | -9 | -58 | -18 | 12 | -18 | -8 | -8 | -6 | 23 | -1 | 9
COc1ccccc1CNC(=O)C1Cc2cc(S(=O)(=O)N3CCCCC3)ccc2N1C(C)=O (stereo not given) | -13 | 10 | 14 | 3 | 0 | 9 | 6 | 4 | 5 | -2 | 35
Cc1ccc(C)c2c1cc(C)c1nnc(SCC(=O)c3cccs3)n12 | 22 | -68 | 0 | -36 | -15 | 5 | -21 | 18 | -1 | -4 | -3
CNC(=O)C1CC(=O)N(c2ccc(OCC(=O)Nc3ccccc3C)cc2)C1 (stereo not given) | -9 | -67 | -21 | -7 | -16 | -18 | -38 | -5 | -10 | -5 | 11
O=C(O)C1CCCCC1C(=O)NCc1ccncc1 (stereo not given) | 1 | 8 | 3 | 3 | -24 | -3 | -5 | -23 | -8 | 12 | -1
O=C(c1c(F)cccc1F)N1CCN=C1SCc1ccccc1 | -21 | -10 | 10 | 17 | 12 | nt | 5 | 17 | -11 | -6 | -4
Cc1ccc(S(=O)(=O)NC(=S)c2ccccc2)cc1 | -2 | 11 | -16 | 16 | 3 | 11 | -22 | 3 | 6 | -1 | 9
Cc1ccc(NC(=S)Nc2ccc(S(=O)(=O)Nc3ncccn3)cc2)c(C)c1 | 1 | -6 | -4 | -2 | 13 | -1 | -2 | 2 | 4 | -16 | -2
CCCCc1nc(NCc2ccccc2)c(C#N)c2c1CCCC2 | -1 | 1 | 1 | -13 | -1 | -10 | 11 | -8 | -20 | 4 | 0
Cc1nc2ncnn2c(C)c1CCC(=O)NC(C)c1ccc2c(c1)OCCO2 (stereo not given) | 3 | 4 | 9 | -8 | -1 | 0 | 7 | -9 | -25 | 0 | 7

Looked up above.
LRH-1 inv ag, Cc1nc2ncnn2c(C)c1CCC(=O)NC(C)c1ccc2c(c1)OCCO2 (stereo not given) → -1
LMP1 NFkB inh, O=C(c1c(F)cccc1F)N1CCN=C1SCc1ccccc1 → -11
